Bioassay records: PubChem, National Center for Advancing Translational Sciences (NCATS)
Abeta yeast res: qHTS for compounds that reverse cellular toxicity of Amyloid beta (A-beta) peptide in yeast: Primary Screen; Potency, µM (doses to about 46.1 µM), without a hit: top-dose growth rescue, hits mostly activators; 410,000 compounds, 0.063% hits; yeast expressing A-beta42, growth rescue, OD600, 48 h; response scale: 0% DMSO, 100% iron-clioquinol control; also: potency is read from the fitted curve at half-maximal effect; nearly all actives have a fitted effect of over 55% in size
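Growth rescue measured by 600 nm absorbance after 48 h yeast culture at 30 C with compound. Values normalized between DMSO and an equimolar ferric chloride plus clioquinol control.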
PLK1 PBD inh: qHTS for Inhibitors of PLK1-PDB (polo-like kinase 1 - polo-box domain): Primary Screen | Serine/threonine-protein kinase PLK1 (Homo sapiens), P53350 | Plk1 PBD binding of FITC phosphopeptide, fluorescence polarization | Potency, µM, inactives show max response, negative = inhibition, most hits filed as inhibitors | 360,000 compounds, 2.8% hits; also: potency is read from the fitted curve at half-maximal effect; series mostly up to about 57 µM; % is scaled to controls: 0 for no effect and ±100 for the full control effect; nearly all actives have a fitted effect of over 65% in size
Target sequence (P53350 whole entry, looked up, the tested form may be a part): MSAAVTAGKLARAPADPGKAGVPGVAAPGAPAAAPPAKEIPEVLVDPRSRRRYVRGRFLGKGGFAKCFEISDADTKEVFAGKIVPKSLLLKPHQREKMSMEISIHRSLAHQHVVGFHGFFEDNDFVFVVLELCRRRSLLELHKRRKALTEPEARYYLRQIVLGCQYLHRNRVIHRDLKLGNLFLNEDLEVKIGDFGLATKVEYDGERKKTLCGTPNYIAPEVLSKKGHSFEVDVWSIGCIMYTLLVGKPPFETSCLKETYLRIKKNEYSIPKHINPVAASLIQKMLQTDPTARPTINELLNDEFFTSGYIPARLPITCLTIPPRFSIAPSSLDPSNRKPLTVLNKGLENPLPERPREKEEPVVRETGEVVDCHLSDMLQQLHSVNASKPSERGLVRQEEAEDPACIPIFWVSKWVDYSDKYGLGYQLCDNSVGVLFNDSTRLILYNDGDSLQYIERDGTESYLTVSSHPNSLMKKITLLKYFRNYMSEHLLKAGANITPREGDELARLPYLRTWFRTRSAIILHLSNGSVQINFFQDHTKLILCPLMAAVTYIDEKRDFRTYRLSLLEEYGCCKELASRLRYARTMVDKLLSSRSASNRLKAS
EPAC1 agonist: qHTS for Agonist of cAMP-regulated guanine nucleotide exchange factor 3 (EPAC1): primary screen. Rap guanine nucleotide exchange factor 3 (Homo sapiens), O95398. EPAC1 agonist qHTS, biochemical assay; response scale: 100% = response to 6.5 mM cAMP. Potency, µM (series often up to 154 µM), inactives show at the top dose activation, most hits filed as activators. 360,000 compounds, 0.073% hits. AID 720707, 2013; also: potency is read from the fitted curve at half-maximal effect; nearly all actives have a fitted effect of over 60% in size
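EPAC1 100 nM, Rap1B–BODIPY-GDP 250 nM, unlabeled GDP 50 uM; compound titration; 5 min RT; kinetic read ex480/em540 at 5-min intervals ×30 min; data normalized to 6.5 mM cAMP agonist control.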
WRN helicase inh: qHTS for Inhibitors of WRN Helicase; 360,000 compounds, 0.46% hits; Potency, µM (doses to about 114 µM), for the others: at the highest dose activity change, negative = inhibition, actives largely listed as inhibitors; WRN helicase unwinding, fluorescent forked duplex, kinetic; AID 651768, 2012; Bifunctional 3'-5' exonuclease/ATP-dependent helicase WRN (Homo sapiens), Q14191; also: potency is read from the fitted curve at half-maximal effect; % is scaled to controls: 0 for no effect and ±100 for the full control effect; nearly all actives have a fitted effect of over 55% in size
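Primary qHTS, 1536-well format. 20 nM WRN + compound, 15 min RT; start with 100 nM forked fluorophore/quencher duplex, 2 mM ATP (final); kinetic read ex 525/em 598 nm.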
PI5P4Ka inh: qHTS for Inhibitors of phosphatidylinositol 5-phosphate 4-kinase (PI5P4K); max response, %; AID 652105, 2013; PI5P4Kalpha enzyme, ADP-Glo luminescence, 60 min; active compounds read low; Phosphatidylinositol 5-phosphate 4-kinase type-2 alpha (Homo sapiens), P48426; 330,000 compounds, 1.2% hits; active = max response of -50% or lower; inconclusive = between -30% and -50%; inactive = -30% or higher; also: value at the top dose of about 77 µM; % is scaled to controls: 0 for no effect and ±100 for the full control effect
Target sequence (P48426 whole entry, looked up): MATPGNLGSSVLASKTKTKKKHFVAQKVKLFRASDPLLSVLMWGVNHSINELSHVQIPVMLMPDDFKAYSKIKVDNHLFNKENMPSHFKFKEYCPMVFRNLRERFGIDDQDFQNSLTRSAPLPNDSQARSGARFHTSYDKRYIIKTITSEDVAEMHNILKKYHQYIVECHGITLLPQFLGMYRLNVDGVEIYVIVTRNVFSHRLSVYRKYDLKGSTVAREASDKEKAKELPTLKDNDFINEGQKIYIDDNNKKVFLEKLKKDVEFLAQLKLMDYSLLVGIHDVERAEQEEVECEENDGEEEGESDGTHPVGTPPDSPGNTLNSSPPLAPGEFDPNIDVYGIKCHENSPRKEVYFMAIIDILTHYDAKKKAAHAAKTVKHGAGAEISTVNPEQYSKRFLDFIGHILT
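Compounds were pin-transferred onto PI5P4Kalpha and substrate in HEPES pH 7.4 buffer with EGTA, CHAPS and 5% DMSO. ATP (5 microM final) started the reaction, which ran 60 minutes at room temperature before ADP-Glo detection.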
FUS suppressor: qHTS for Suppressors of FUS Proteinopathy: Primary screen using FUS-linked yeast assay. S. cerevisiae FUS-expressing, growth rescue, OD600, 24 h. Potency, µM (top dose mostly 76.6 µM), without a hit: at the highest dose growth rescue (activation), usual class: activators. 390,000 compounds, 0.24% hits;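 also: potency is read from the fitted curve at half-maximal effect; plate controls were DMSO vehicle for no effect and reference control for full effect; nearly all actives have a fitted effect of over 55% in size; some results filed as inactive show a strong effect at the top dose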
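Restored growth of FUS-toxic S. cerevisiae, read as 600 nm absorbance after 24 h at 30C in galactose medium (starting OD 0.005). Controls CP55940 and DMSO.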
EPAC1 antagonist: qHTS for Antagonist of cAMP-regulated guanine nucleotide exchange factor 3 (EPAC1): primary screen. Rap guanine nucleotide exchange factor 3 (Homo sapiens), O95398. EPAC1 GEF assay, Rap1b-BODIPY-GDP exchange fluorescence. Potency, µM (series often up to 115 µM), inactives show at the highest dose activity change, negative = inhibition, actives largely listed as inhibitors. 360,000 compounds, 0.14% hits. AID 720709, 2013;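 also: potency is read from the fitted curve at half-maximal effect; plate controls were vehicle for no effect and positive control for full effect; nearly all actives have a fitted effect of over 50% in size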
IL-2 act: qHTS of IL-2 Activators; IL-2 activation reporter assay, cell-based qHTS; stimulated with anti-CD3/CD4/CD28 beads; in transgenic mouse T cells; activation, % (series mostly up to about 46 µM); 360,000 compounds, 0.065% hits; AID 652025, 2013; in the data active = activation above about 50%; inconclusive = mostly about 30% to 49%; also: 0% is about no effect
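Screening format: compound pinned onto unstimulated transgenic mouse T cells, 60 min incubation, then anti-CD3/anti-CD4/anti-CD28 bead stimulation for 18 hours at 37 degrees C, followed by EGFP and DsRed detection.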
Active calls of the source: *. Unless noted, calls follow the shape of the dose curve; as a rule, active = well fitted curve in the direction sought with a large enough effect; inconclusive = small, poorly fitted or top-dose-only effect, or another doubt; inactive = no such curve, though single readings can be large; an effect the other way counts as inactive or inconclusive. An unsorted share of the library; overall some 4.1% were active at least once.

Screening CCOc1ccccc1C(=O)NCC(=O)OCc1csc(CC(=O)Nc2ccc(C)cc2)n1 returned Abeta yeast res 8%, PLK1 PBD inh 1%, EPAC1 agonist 1%, WRN helicase inh -16%, PI5P4Ka inh -11, EPAC1 antagonist 6% and IL-2 act -3.7.
Screening CCCc1cc(=O)oc2c(CN3CCCC3)c(O)ccc12 returned Abeta yeast res -12%, PLK1 PBD inh 0%, EPAC1 agonist 0%, WRN helicase inh 7%, PI5P4Ka inh -2, FUS suppressor 13%, EPAC1 antagonist 14% and IL-2 act -2.9.
Screening CC(Sc1nc(N)cc(=O)[nH]1)C(=O)Nc1cccc(Cl)c1 (centres undefined) returned Abeta yeast res 17%, PLK1 PBD inh 2%, EPAC1 agonist 0%, WRN helicase inh -12%, PI5P4Ka inh -1, EPAC1 antagonist -7% and IL-2 act -0.4.
For C=CCC(CC=C)(NC(=O)c1ccccc1C(=O)O)c1ccccc1 the results were Abeta yeast res -2%, PLK1 PBD inh -2%, EPAC1 agonist 1%, WRN helicase inh 1%, PI5P4Ka inh 3, FUS suppressor 9%, EPAC1 antagonist -24% and IL-2 act -1.0.
`CCC(=O)Nc1ccc(Cl)c(NC(=O)c2ccc([N+](=O)[O-])cc2)c1` gave Abeta yeast res -5%, PLK1 PBD inh 8.4µM*, EPAC1 agonist 12%, WRN helicase inh 1%, PI5P4Ka inh -23, FUS suppressor 5%, EPAC1 antagonist -4% and IL-2 act -6.3.
Screening Cc1ccc(N/C=C(\C#N)S(=O)(=O)c2ccccc2)cc1 returned Abeta yeast res -23%, PLK1 PBD inh 4%, EPAC1 agonist 4%, WRN helicase inh -1%, PI5P4Ka inh 2, FUS suppressor -10%, EPAC1 antagonist 6% and IL-2 act -1.4.
Screening O=S(=O)(Cc1ccccc1)NCc1cccnc1 returned Abeta yeast res 1%, PLK1 PBD inh -5%, EPAC1 agonist 3%, WRN helicase inh -5%, FUS suppressor 7%, EPAC1 antagonist 1% and IL-2 act -0.9.
For CC1(C)C[C@H]2C3=CCC4[C@@]5(C)CC[C@H](O)[C@](C)(CO)C5CC[C@@]4(C)[C@]3(C)CC[C@@]2(C)[C@H](O)[C@@H]1O (some centres undefined) the results were Abeta yeast res 0%, PLK1 PBD inh 0%, EPAC1 agonist inconclusive, WRN helicase inh 1%, PI5P4Ka inh -8, FUS suppressor -6%, EPAC1 antagonist inconclusive and IL-2 act 0.0.
For C/C(=N\OCC(=O)Nc1c(C)cc(C)cc1C)c1ccc2c(c1)OCCO2 the results were Abeta yeast res -29%, PLK1 PBD inh 2%, EPAC1 agonist 15%, WRN helicase inh -13%, PI5P4Ka inh -7, FUS suppressor 18%, EPAC1 antagonist -12% and IL-2 act -1.6.
Screening COc1ccc(C(C(=O)Nc2ccc(F)cc2)N(C(=O)Cn2nnc3ccccc32)C2CC2)cc1 (centres undefined) returned Abeta yeast res 10%, PLK1 PBD inh -1%, EPAC1 agonist 18%, WRN helicase inh 1%, FUS suppressor 8%, EPAC1 antagonist -8% and IL-2 act 0.0.
`COCCN(Cc1cc2cc(C)ccc2nc1Cl)C(=O)Nc1ccccc1OC` gave Abeta yeast res 2%, PLK1 PBD inh 1%, EPAC1 agonist 0%, WRN helicase inh 2%, PI5P4Ka inh 1, FUS suppressor -6%, EPAC1 antagonist -16% and IL-2 act -3.7.
For Cc1oc2c(CN(C)C)c(O)ccc2c(=O)c1-c1ccc2ccccc2n1 the results were Abeta yeast res 9%, PLK1 PBD inh -1%, EPAC1 agonist -4%, WRN helicase inh -4%, FUS suppressor 5%, EPAC1 antagonist 1% and IL-2 act 0.2.

4 records picked at random from those above, as already listed:
For C/C(=N\OCC(=O)Nc1c(C)cc(C)cc1C)c1ccc2c(c1)OCCO2 the results were Abeta yeast res -29%, PLK1 PBD inh 2%, EPAC1 agonist 15%, WRN helicase inh -13%, PI5P4Ka inh -7, FUS suppressor 18%, EPAC1 antagonist -12% and IL-2 act -1.6.
Screening COc1ccc(C(C(=O)Nc2ccc(F)cc2)N(C(=O)Cn2nnc3ccccc32)C2CC2)cc1 (centres undefined) returned Abeta yeast res 10%, PLK1 PBD inh -1%, EPAC1 agonist 18%, WRN helicase inh 1%, FUS suppressor 8%, EPAC1 antagonist -8% and IL-2 act 0.0.
Screening Cc1ccc(N/C=C(\C#N)S(=O)(=O)c2ccccc2)cc1 returned Abeta yeast res -23%, PLK1 PBD inh 4%, EPAC1 agonist 4%, WRN helicase inh -1%, PI5P4Ka inh 2, FUS suppressor -10%, EPAC1 antagonist 6% and IL-2 act -1.4.
Screening CCCc1cc(=O)oc2c(CN3CCCC3)c(O)ccc12 returned Abeta yeast res -12%, PLK1 PBD inh 0%, EPAC1 agonist 0%, WRN helicase inh 7%, PI5P4Ka inh -2, FUS suppressor 13%, EPAC1 antagonist 14% and IL-2 act -2.9.

Structures listed so far that contain four or more nitrogen atoms, in the order listed:
Screening CC(Sc1nc(N)cc(=O)[nH]1)C(=O)Nc1cccc(Cl)c1 (centres undefined) returned Abeta yeast res 17%, PLK1 PBD inh 2%, EPAC1 agonist 0%, WRN helicase inh -12%, PI5P4Ka inh -1, EPAC1 antagonist -7% and IL-2 act -0.4.
Screening COc1ccc(C(C(=O)Nc2ccc(F)cc2)N(C(=O)Cn2nnc3ccccc32)C2CC2)cc1 (centres undefined) returned Abeta yeast res 10%, PLK1 PBD inh -1%, EPAC1 agonist 18%, WRN helicase inh 1%, FUS suppressor 8%, EPAC1 antagonist -8% and IL-2 act 0.0.

The listing continues.
For Cc1ccc(SCC2=NN(c3nc(C)cc(C)n3)C(=O)C2)cc1 the results were Abeta yeast res -14%, PLK1 PBD inh -27%, EPAC1 agonist 15%, WRN helicase inh inconclusive, PI5P4Ka inh -17, FUS suppressor 31%, EPAC1 antagonist -5% and IL-2 act -0.2.
`O=C(Nc1ccc(S(=O)(=O)Nc2nccc(C3Cc4ccccc4C(=O)O3)n2)cc1)c1ccccc1` (centres undefined) gave Abeta yeast res 14%, PLK1 PBD inh -11%, EPAC1 agonist -1%, WRN helicase inh -19%, FUS suppressor 38%, EPAC1 antagonist 4% and IL-2 act 1.1.
Cc1ccc(NC(=O)c2ccc(C(=O)c3ccccc3)cc2)nc1 was read as Abeta yeast res 1%, PLK1 PBD inh -10%, EPAC1 agonist 3%, WRN helicase inh 2%, PI5P4Ka inh 0, FUS suppressor 17%, EPAC1 antagonist -28% and IL-2 act -0.5.
CS(=O)(=O)N(CC(=O)N1CCCCCC1)c1ccc2c(c1)OCCO2 was read as Abeta yeast res -3%, PLK1 PBD inh -11%, EPAC1 agonist 4%, WRN helicase inh 4%, FUS suppressor 28%, EPAC1 antagonist 15% and IL-2 act -2.8.
`O=C(Cn1c(=O)[nH]n(-c2ccccc2)c1=O)N1CCCc2ccccc21` gave Abeta yeast res 0%, PLK1 PBD inh 1%, EPAC1 agonist 1%, WRN helicase inh 3%, PI5P4Ka inh -2, FUS suppressor 5%, EPAC1 antagonist -15% and IL-2 act -3.1.
Screening CCOC(=O)CCC(=O)NCc1ccc2c(c1)cc(C)n2C returned Abeta yeast res 11%, PLK1 PBD inh -5%, EPAC1 agonist -4%, WRN helicase inh -9%, FUS suppressor 20%, EPAC1 antagonist -2% and IL-2 act -1.4.
Screening C=CCNc1oc(C2CCCC2)nc1C#N returned Abeta yeast res 3%, EPAC1 agonist -11%, FUS suppressor -26%, EPAC1 antagonist 1% and IL-2 act -0.8.
For CCNC(=O)N1CCOCC1 the results were Abeta yeast res -16%, PLK1 PBD inh -7%, EPAC1 agonist 8%, WRN helicase inh -1%, FUS suppressor 6%, EPAC1 antagonist -6% and IL-2 act -0.9.
Screening O=C(NCC1CCS(=O)(=O)C1)Oc1ccccc1 (centres undefined) returned Abeta yeast res -1%, PLK1 PBD inh -11%, EPAC1 agonist 1%, WRN helicase inh 8%, FUS suppressor 27%, EPAC1 antagonist 16% and IL-2 act -2.8.
Screening COc1ccc(CNC(=O)CNC(C)c2ccc(F)cc2)cc1 (centres undefined) returned Abeta yeast res -11%, PLK1 PBD inh 4%, EPAC1 agonist -12%, WRN helicase inh -5%, PI5P4Ka inh -2, FUS suppressor -44%, EPAC1 antagonist 17% and IL-2 act 0.7.
COc1ccc(NC(=O)C(NC(=O)c2ccc(=O)[nH]c2)c2ccc(C)cc2)cc1 (centres undefined) was read as Abeta yeast res 11%, PLK1 PBD inh -8%, EPAC1 agonist 15%, WRN helicase inh inconclusive, PI5P4Ka inh -8, FUS suppressor 10%, EPAC1 antagonist -16% and IL-2 act -0.9.
For CS(=O)(=O)N(Cc1ccc(Cl)cc1)c1ccc(C(=O)NCc2ccccn2)cc1 the results were Abeta yeast res -6%, PLK1 PBD inh -4%, EPAC1 agonist -1%, WRN helicase inh -2%, PI5P4Ka inh -1, FUS suppressor 30%, EPAC1 antagonist -1% and IL-2 act 1.0.
